D2 antagonist = antagonists of human D2 dopamine receptor; P14416; HEK293 TREx D2 cells, calcium flux, dopamine EC80; inhibition, % at 10 µM; hit rate 2% among 340,000; AID 485344; in the data active = inhibition above about 30%; also: 0% is about no effect
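Compounds are added to dye-loaded, induced HEK293 T-REx cells coupled to calcium release via D2; after a 3 min kinetic read an EC80 dopamine stimulus is given and fluorescence is recorded for 3 more min.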
ERG Ets-DNA blk = inhibitors of human ERG Ets domain-DNA interaction; fluorescence polarization, His-ERG Ets domain / labelled DNA; Potency, µM (highest dose often 76.9 µM), for inactives: at the highest dose FP activity, negative = inhibition, hits mostly inhibitors; hit rate 0.028% among 370,000; AID 624246; active = well fitted inhibition curve with a large enough effect in the polarisation, with a control signal flat; inconclusive = small, poorly fitted or top-dose-only effect, or effect the other way, or a change in a side signal; inactive = no such curve, though single readings can be large or run the other way; the % refers to the polarisation;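 also: polarization taken with two DNA probes labelled with fluorescein and Texas red; potency is read from the fitted curve at half-maximal effect; % of control where 0% means no effect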
Target sequence (P11308 whole entry, looked up, the tested form may be a part): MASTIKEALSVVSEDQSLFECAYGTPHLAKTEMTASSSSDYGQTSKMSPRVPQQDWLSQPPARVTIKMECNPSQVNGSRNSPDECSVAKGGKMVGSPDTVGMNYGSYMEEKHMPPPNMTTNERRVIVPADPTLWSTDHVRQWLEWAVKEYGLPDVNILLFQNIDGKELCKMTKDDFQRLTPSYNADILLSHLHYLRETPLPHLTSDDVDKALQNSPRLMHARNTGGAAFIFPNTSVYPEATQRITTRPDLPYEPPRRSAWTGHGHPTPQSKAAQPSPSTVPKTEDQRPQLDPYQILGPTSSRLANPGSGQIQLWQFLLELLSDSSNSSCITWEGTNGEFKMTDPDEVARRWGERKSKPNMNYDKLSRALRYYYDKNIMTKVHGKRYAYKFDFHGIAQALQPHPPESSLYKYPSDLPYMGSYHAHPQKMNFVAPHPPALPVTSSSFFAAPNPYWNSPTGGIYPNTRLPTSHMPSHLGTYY
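His-tagged ERG Ets domain (1 uM in the protein solution; 300mM KCl, 50mM Tris-HCl, 1mM EDTA, 1mM DTT, pH 7.5) received compound, then a probe mix of 5 nM fluorescein-DNA and 100nM Texas-615-DNA. Fluorescence polarization was read for both dyes.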
12-LOX inh = inhibitors of human 12S-lipoxygenase ALOX12; purified 12hLO, xylenol orange hydroperoxide absorbance; P18054; Potency, µM (series often up to 108 µM), without a hit: at the top dose activity change, negative = inhibition, most hits filed as inhibitors; hit rate 1.1% among 580,000; also: potency is read from the fitted curve at half-maximal effect; % is scaled to controls: 0 for no effect and ±100 for the full control effect
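Purified human 12hLO at 150 nM in 25 mM Hepes, 0.01% Triton X-100, pH 7.0, preincubated 15 min at room temperature with compound. Reaction started with 40 uM arachidonic acid, 30 min at room temperature. Hydroperoxide measured by Fe-xylenol orange, 573/405 nm absorbance ratio.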
RGS4 inh = inhibitors of human regulator of G protein signaling 4 | Transcreener GDP fluorescence polarization, RGS4-accelerated GTP hydrolysis | Potency, µM (doses to about 114 µM), without a hit: at the highest dose activity change, negative = inhibition, usual class: inhibitors | hit rate 0.039% among 390,000 | AID 504845; also: potency is read from the fitted curve at half-maximal effect; % is scaled to controls: 0 for no effect and ±100 for the full control effect; nearly all actives have a fitted effect of over 75% in size; some results filed as inactive show a strong effect at the top dose
Target sequence (P49798 whole entry, looked up): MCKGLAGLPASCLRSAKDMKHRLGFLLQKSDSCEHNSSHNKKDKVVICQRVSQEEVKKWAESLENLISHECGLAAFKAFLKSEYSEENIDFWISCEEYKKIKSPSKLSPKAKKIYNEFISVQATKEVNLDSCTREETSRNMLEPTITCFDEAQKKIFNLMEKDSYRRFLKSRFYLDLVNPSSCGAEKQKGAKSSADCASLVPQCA
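MLSMR compounds (23 nl, pin-transferred) preincubated 10 min at room temperature with a 500nM (2x) first reagent, then RGS4 at 900nM (2x) plus Transcreener GDP mix added; fluorescence polarization (620/688 nm) read before and after 90 min at 30 °C.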
D2 ag = agonists of human D2 dopamine receptor. P14416. HEK293 T-REx D2 cells, calcium flux agonist mode. hit rate 0.53% among 340,000. activation, % at 2 µM;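 active = activation over 3 SD above normal in the single-dose calcium agonist read, cut at about 30% in these data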; also: 0% is about no effect
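In this primary screen, compounds producing a positive calcium signal within 180 s of addition to tetracycline-induced, force-coupled HEK293 Trex D2 cells are flagged; cells are dye-loaded with a no-wash calcium kit beforehand.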
Vif-A3F inh = blocks the Vif interaction with APOBEC3F; Potency, µM (doses to about 46.1 µM), for the others: at the top dose activity, negative = active; hit rate 0.2% among 390,000; AID 602313; HeLa A3F-eYFP + Vif (tagged APOBEC3F with the HIV-1 protein that degrades it), YFP fluorescence increase; also: potency is read from the fitted curve at half-maximal effect; % of control where 0% means no effect; nearly all actives have a fitted effect of over 65% in size
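HeLa cells stably expressing Vif plus C-terminally eYFP-tagged A3F were seeded, incubated overnight at 37 deg C, dosed with compound, incubated overnight again at 37 deg C. Yellow fluorescence (Ex 488/Em 500-530) reported blocked Vif-mediated A3F-eYFP degradation.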
GRP78 ERSR act = ER stress response induction in glioma; U87-MG GRP78 promoter luciferase reporter, 16 h; Potency, µM, for inactives: at the highest dose activation, most hits filed as activators; hit rate 0.02% among 420,000; AID 602332; also: potency is read from the fitted curve at half-maximal effect; series mostly up to about 76 µM; % of control where 0% means no effect; nearly all actives have a fitted effect of over 35% in size
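Stably transfected U87-MG human glioma cells carrying a GRP78-based luminescent sensor were seeded at 1000 cells/well, pin-dosed with compounds and incubated 16 h. Luciferase reagent was then added, and end-point luminescence was read after 10 min at room temperature.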
LDHA inh = LDHA (human) enzyme inhibition. P00338. purified LDHA, NADH/diaphorase-resazurin fluorescence; stronger effect = lower value. activity change, % (values are at about 110 or 230 µM). hit rate 0.15% among 480,000; in the data active = activity change below about -30%; inconclusive = mostly about -25% to -30%;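 also: plate controls were DMSO wells for no effect and wells without enzyme for full effect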
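Remaining NADH was detected by diaphorase (0.133 mg/mL) converting 37 µM resazurin to fluorescent resorufin, read at 0 and 20 minutes. The preceding 5-minute room-temperature reaction used 2 nM LDHA, 0.2 mM sodium pyruvate and 0.06 mM NADH at pH 7.4.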
Vif-A3G inh = Vif-A3G binding inhibition | Q9HC16 | HeLa A3G-eYFP + Vif (tagged APOBEC3G with the HIV-1 protein that degrades it), YFP fluorescence, overnight | Potency, µM (series often up to 46.1 µM), for the others: at the top dose activity, negative = active, hits mostly inhibitors | hit rate 0.076% among 410,000 | AID 602310;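 also: potency is read from the fitted curve at half-maximal effect; % is scaled to controls: 0 for no effect and ±100 for the full control effect; nearly all actives have a fitted effect of over 60% in size; hits raise eYFP signal because A3G escapes Vif-driven loss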
Target sequence (Q9HC16 whole entry, looked up): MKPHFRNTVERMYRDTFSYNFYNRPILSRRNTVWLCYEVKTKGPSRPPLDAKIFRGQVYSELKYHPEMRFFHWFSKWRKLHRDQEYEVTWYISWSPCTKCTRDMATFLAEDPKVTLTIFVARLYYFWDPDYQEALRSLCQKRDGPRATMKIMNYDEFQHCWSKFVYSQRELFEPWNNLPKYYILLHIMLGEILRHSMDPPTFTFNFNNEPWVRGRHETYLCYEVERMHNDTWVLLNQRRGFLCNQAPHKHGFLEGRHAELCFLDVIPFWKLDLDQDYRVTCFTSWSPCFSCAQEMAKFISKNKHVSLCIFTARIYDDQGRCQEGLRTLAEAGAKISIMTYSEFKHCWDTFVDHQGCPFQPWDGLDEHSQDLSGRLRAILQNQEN
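HeLa cells stably expressing Vif and C-terminally eYFP-tagged A3G, seeded overnight at 37 deg C, then exposed to compound by pintool overnight at 37 deg C. Rise in yellow fluorescence (Ex 488/Em 500-530, Acumen) marks blocked Vif-driven A3G degradation.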
* = called active by the depositor; ? = inconclusive; . = no result given; & = joins results of further samples; [ ] = dose if it differs, or a comment. Unless noted, calls follow the shape of the dose curve; as a rule, active = well fitted curve in the direction sought with a large enough effect; inconclusive = small, poorly fitted or top-dose-only effect, or another doubt; inactive = no such curve, though single readings can be large; an effect the other way counts as inactive or inconclusive.

Structure	GRP78 ERSR act	Vif-A3G inh	LDHA inh	D2 antagonist	Vif-A3F inh	12-LOX inh	ERG Ets-DNA blk	D2 ag	RGS4 inh
Cc1ccc(S(=O)(=O)N2CCN(C(=O)COC(=O)c3cncc(Br)c3)CC2)c(C)c1	-1.2%	4.3%	-1.1	.	1.2%	-20.0%	-15.2%	.	-16.6%
O=C(NCC(F)(F)F)Nc1cccnc1	-0.8%	0.7%	-6.6	-12.0	-3.6%	11.9%	0.5%	-0.1	-25.4%
CN1N=C(C(=O)NC2CCCc3c2cnn3-c2ccc(F)cc2F)CCC1=O (configuration not stated)	-1.4%	1.1%	-3.9	10.5	2.3%	457.8%[activator]	-9.5%	0.8	-10.9%
O=C(COC(=O)COc1cc(Cl)c(Cl)cc1Cl)NC1CC1	-2.1%	-0.9%	-12.7	.	0.7%	-2.4%	0.0%	.	3.8%
O=C(Cc1cccs1)N1CCC(c2nc3c(nnn3Cc3ccc(F)cc3)c(=O)[nH]2)CC1	0.0%	-3.2%	-6.7	0.0	0.6%	-7.8%	3.3%	-0.9	-22.7%
O=C(c1cccc(S(=O)(=O)N2CCCCC2)c1)N1CCCCC1	-5.0%	-0.7%	-2.2	13.8	5.8%	-7.9%	-10.8%	-1.2	-5.8%
COc1ccc(S(=O)(=O)N(C)C[C@H]2Oc3c(NS(=O)(=O)c4cn(C)cn4)cccc3C(=O)N([C@H](C)CO)C[C@@H]2C)cc1	-1.2%	0.6%	-0.6	.	-2.1%	1.7%	-5.9%	.	-6.3%
COc1ccc(-c2nn(-c3ccccc3)cc2C(=O)N(C)CC(=O)Nc2cccc(F)c2)cc1	-2.1%	-17.7%	4.6	25.7	-1.1%	-9.4%	12.2%	1.1	-1.5%
COC(=O)[C@]1(C)N[C@H](c2ccc(-c3ccccc3)cc2)[C@@H]2C(=O)N(C)C(=O)[C@@H]21	-3.5%	1.5%	-2.2	5.5	-2.3%	0.2%	-0.9%	0.5	-22.4%
CCC(C)NC(=O)C1CCC(CNS(=O)(=O)c2ccc3c(c2)CC(C)N3C(C)=O)CC1 (configuration not stated)	4.9%	5.2%	-0.5	2.9	-12.7%	0.8%	0.7%	-0.2	1.7%[11.4 µM]
COc1ccc(C2C(=O)N(C3CCCCCC3)CC(=O)N2CCc2ccccc2)cc1 (configuration not stated)	-3.3%	-0.4%	-7.5	.	1.2%	-4.4%	11.8%	-0.5	11.5%
COCCCn1c(SCc2cccc(C(F)(F)F)c2)nc2cc(OC)c(OC)cc2c1=N	-4.3%	0.9%	0.0	4.2	-6.8%	?	6.6%	0.5	36.3%
C=CCN(C(=O)CNS(=O)(=O)c1ccccc1)C(C(=O)NCCOC)c1ccncc1 (configuration not stated)	-3.5%	2.4%	4.8	.	8.6%	4.3%	12.6%	.	-15.7%
COC(=O)c1cc(OC)c(OC)cc1NC(=O)CSc1ccccc1	-1.7%	0.0%	-0.2	-7.2	5.8%	6.4%	-3.6%	0.4	3.7%
Cc1c(CC(=O)O)c(=O)oc2c(C)c3occ(-c4ccc(F)cc4)c3cc12	2.3%	-10.7%	-15.5	5.6	-9.4%	?	11.5%	0.3	-21.8%[56.9 µM]
COCCn1nnnc1SCC(=O)NCc1ccc2c(c1)OCO2	-1.6%	2.3%	-1.1	-8.3	-0.2%	1.0%	-11.2%	-0.7	1.5%
Cc1ccc(CSCc2ccc(C(=O)NCC3CCCO3)o2)cc1 (configuration not stated)	-2.6%	0.6%	-4.0	4.3	-10.0%	10.4%	7.5%	-0.5	15.0%
O=C(CCNS(=O)(=O)c1cccc2nsnc12)NCc1ccc(F)cc1	-2.9%	0.0%	-1.4	-9.9	-24.8%	-3.5%	18.7%	0.1	12.1%
Cc1ccc(N(C(=O)CNC(=O)c2ccco2)C(C(=O)NC2CCCCC2)c2cccnc2)cc1C (configuration not stated)	-4.1%	-1.3%	-9.5	18.2	0.5%	0.0%	-3.1%	0.1	-12.9%
O=C(N/N=C/c1ccc2c(c1)OCO2)c1cccc(NC(=O)c2ccccc2Cl)c1	9.1%	?	-3.6	-23.6	-20.4%	2.5%	18.8%	0.0	0.7%
C[C@@H](N)C(=O)NC[C@H]1O[C@@H](n2cnc3c(N)ncnc32)[C@H](O)[C@@H]1O	5.7%	-3.5%	-1.8	.	3.9%	34.6%[activator]	-12.4%	.	-11.4%
O=C(NC1CCCCCC1)c1ccc(CS(=O)Cc2cccc(Cl)c2)o1 (configuration not stated)	-4.3%	-1.5%	-6.9	.	12.8%	-8.4%	-9.9%	.	4.3%
Cc1ccccc1OCCn1cnc2c(N)ncnc21	-5.3%	-0.5%	-4.6	6.2	-16.0%	-6.8%	0.3%	-0.4	17.3%
CN(C)/C=N/c1cc(=O)[nH]c(=O)n1Cc1ccccc1	-2.0%	-5.9%	-11.0	40.1*	-18.1%	-2.1%	7.9%	0.2	-16.7%
Cc1cc(C)c2nncn2n1	-4.8%	0.5%	-4.7	-14.6	1.0%	-9.0%	-5.1%	-2.1	-13.2%
COc1ccc(CN2CCN(Cc3ccccc3C(F)(F)F)CC2)c(OC)c1	-8.4%	-3.7%	-15.9	11.2	?	?	-4.3%	-3.3	-14.4%
C/C(=N/NS(=O)(=O)c1ccc(C)cc1C)c1ccc2c(c1)OCO2	2.4%	-0.2%	-5.9	-3.7	-7.7%	?	2.4%	-1.2	14.8%
Cc1cc(N(C)C)c(C#N)c(NCc2ccccc2)n1	4.5%	-27.0%	0.1	5.2	-13.7%	0.0%	8.0%	0.2	32.2%
COC(=O)c1ccc(C(=O)OC)c(NC(=O)COC(=O)c2ccc(OC)c(OC)c2OC)c1	-3.9%	-3.7%	1.5	-9.0	-22.4%	-29.8%	10.9%	-0.4	10.1%
CC(C)CC(=O)Nc1nnc(CCc2ccccc2)s1	0.3%	2.7%	-0.7	4.0	1.0%	-11.7%	-3.9%	1.0	-13.9%
CCOc1ccc(OCC)c(NC(=O)CN2CCC(NC(=O)c3cccc(F)c3)CC2)c1	-1.9%	-1.4%	4.9	-4.3	-3.1%	-15.5%	-3.1%	0.1	-10.7%
O=C(CNc1ccccc1)c1ccc([N+](=O)[O-])cc1	2.8%	-0.4%	7.7	-10.2	-34.1%	?	0.3%	0.2	?
Cc1ccc(CNC(=O)c2c(Nc3c(C)cccc3C)sc(C(=O)c3ccccc3)c2N)cc1	?	?	2.8	.	2.1%	-11.3%	6.5%	.	5.5%
Cc1cccc(C(=O)N(Cc2ccc(C)o2)C2CCS(=O)(=O)C2)c1 (configuration not stated)	-0.8%	1.7%	1.7	-5.4	2.8%	-4.2%	-6.8%	0.8	6.0%
O=C1/C(=C/c2ccc3c(c2)OCO3)CCC/C1=C\c1ccc2c(c1)OCO2	1.5%	?	-5.0	.	2.2%	-24.8%	.	.	8.8%
COc1ccc(CNC(=O)CN(C)CC(=O)Nc2ccccc2Br)cc1	-0.9%	0.6%	-6.8	.	2.0%	3.4%	-1.8%	.	-3.1%
CSc1nnc(NC(=O)c2nc(S(=O)(=O)Cc3cccc(C)c3)ncc2Cl)s1	-19.0%	-20.7%	1.9	7.2	-2.2%	-3.6%	14.1%	-2.2	-48.6%
COc1cccc(NC(=O)CN(C)C(=O)c2cc3c(s2)CCC(C)C3)c1 (configuration not stated)	-2.4%	-3.2%	1.3	-10.0	-6.3%	6.5%	8.8%	-0.1	-35.0%
Clc1ccccc1CNCc1ccncc1	0.3%	3.7%	-1.1	8.1	5.0%	-10.8%	-1.4%	0.1	-13.8%
Cc1c(C(=O)Nc2cccc(-c3nnc4n3CCCCC4)c2)oc2ccccc12	0.2%	-6.5%	-3.3	60.0*	0.0%	-9.2%	-0.9%	2.1	-20.9%
COC(=O)[C@H]1C[C@@H]1[C@H](N)c1ccccc1	-2.6%&-4.2%	0.6%&-1.0%	-8.9	-13.5	3.8%	0.1%	2.5%	8.3	19.4%&5.8%
Nc1nc2n(n1)C(=O)CC(c1ccccc1[N+](=O)[O-])N2 (configuration not stated)	-4.4%	-0.7%	5.7	-4.7	0.2%	1.6%	11.3%	0.2	-12.8%
Cc1nnc(SCc2cccc(Cl)c2)n(N)c1=O	-5.3%	-4.0%	-8.4	0.7	-9.9%	0.0%	?	-0.1	9.8%
O=C1CCC(=O)N1CN(C(=O)c1ccco1)c1ccc(Cl)c(Cl)c1	-2.0%	4.7%	-3.8	4.8	6.1%	3.1%	-2.5%	1.1	-14.5%[11.4 µM]
Cc1cc(SCC(N)=O)nc(SCC(=O)c2ccccc2)n1	-6.3%	2.4%	3.1	2.4	1.8%	5.6%	0.2%	-0.8	-18.0%[56.9 µM]
O=C(c1ccncc1)N1c2ccccc2Sc2ccccc21	-4.7%	-6.0%	-9.4	12.7	0.8%	-3.4%	-6.7%	1.3	-2.3%

Source: PubChem (National Center for Advancing Translational Sciences (NCATS))

An excerpt. The share of hits here may be higher or lower than overall.
